High-throughput results (PubChem)
ASAP1 inh = inhibitors of human ASAP1 ArfGAP activity; ASAP1-stimulated ARF1 GTP hydrolysis, GDP FP detection; inhibition, % at 16.5 µM; 360,000 compounds, 0.19% hits; in the data active means inhibition above about 25%;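 further: 0% = vehicle with enzyme and substrate and 100% = no enzyme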
Tn6 DDE FP = inhibitors of Tn6 peptide binding to human fibrin DD(E) | P02675 | Fibrin DD(E) TRITC-Tn6 fluorescence polarization displacement | inhibition, % at 8.3 µM | 370,000 compounds, 0.21% hits;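 active means inhibition above a per-campaign cutoff: mean of compounds within control limits plus 3 SD, cut at about 15% in these data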;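 further: 0% = median of all compound wells on the plate and 100% = blocking peptide control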
NR1D1 modulator = modulators of human Rev-erb alpha DNA binding. Rev-erbα–FITC-DNA binding, fluorescence polarization, 90 min. activity, % at 10 µM. 370,000 compounds, 0.79% hits;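 active means activity above about 14%, limit read from the data; passing the limit was not always enough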;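 further: 0% = DMSO wells with 35 nM protein and 100% = DMSO wells with 750 nM protein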
Tn7 DDE FP = disrupts Tn7 cyclic peptide binding to fibrin D-Dimer-E complex. 370,000 compounds, 0.13% hits. FP displacement of FITC-Tn7 peptide from fibrin DD(E); 0% = median of compound wells per plate. inhibition, % at 8.3 µM. P02675;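 active means inhibition above the mean of compounds falling within the control limits plus 3 SD of them, cut at about 14% in these data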;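 further: 0% = plate median of compound wells and 100% = 10 µM Aha-Tn7 peptide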
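System: human fibrin DD(E); quantity: Fibrin-DD(E) at 2 µM final; also added: fluorescent Tn7 probe at 0.1 µM; compound dosing: single nominal test concentration of 8.3 µM per compound; schedule: 10 min preincubation, 3 h with tracer, room temperature; detection: fluorescence polarization of the labelled Tn7 tracer; repeats: one replicate per compound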
PLC-beta3 inh = inhibitors of human phospholipase C beta3; inhibition, % at 12.2 µM; Purified PLC-beta3, fluorogenic substrate, fluorescence; Q01970; 370,000 compounds, 0.18% hits; in the data active means inhibition above about 11%;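 further: 0% = median of compound wells on plate and 100% = full blocker control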
Target sequence (Q01970 whole entry, looked up): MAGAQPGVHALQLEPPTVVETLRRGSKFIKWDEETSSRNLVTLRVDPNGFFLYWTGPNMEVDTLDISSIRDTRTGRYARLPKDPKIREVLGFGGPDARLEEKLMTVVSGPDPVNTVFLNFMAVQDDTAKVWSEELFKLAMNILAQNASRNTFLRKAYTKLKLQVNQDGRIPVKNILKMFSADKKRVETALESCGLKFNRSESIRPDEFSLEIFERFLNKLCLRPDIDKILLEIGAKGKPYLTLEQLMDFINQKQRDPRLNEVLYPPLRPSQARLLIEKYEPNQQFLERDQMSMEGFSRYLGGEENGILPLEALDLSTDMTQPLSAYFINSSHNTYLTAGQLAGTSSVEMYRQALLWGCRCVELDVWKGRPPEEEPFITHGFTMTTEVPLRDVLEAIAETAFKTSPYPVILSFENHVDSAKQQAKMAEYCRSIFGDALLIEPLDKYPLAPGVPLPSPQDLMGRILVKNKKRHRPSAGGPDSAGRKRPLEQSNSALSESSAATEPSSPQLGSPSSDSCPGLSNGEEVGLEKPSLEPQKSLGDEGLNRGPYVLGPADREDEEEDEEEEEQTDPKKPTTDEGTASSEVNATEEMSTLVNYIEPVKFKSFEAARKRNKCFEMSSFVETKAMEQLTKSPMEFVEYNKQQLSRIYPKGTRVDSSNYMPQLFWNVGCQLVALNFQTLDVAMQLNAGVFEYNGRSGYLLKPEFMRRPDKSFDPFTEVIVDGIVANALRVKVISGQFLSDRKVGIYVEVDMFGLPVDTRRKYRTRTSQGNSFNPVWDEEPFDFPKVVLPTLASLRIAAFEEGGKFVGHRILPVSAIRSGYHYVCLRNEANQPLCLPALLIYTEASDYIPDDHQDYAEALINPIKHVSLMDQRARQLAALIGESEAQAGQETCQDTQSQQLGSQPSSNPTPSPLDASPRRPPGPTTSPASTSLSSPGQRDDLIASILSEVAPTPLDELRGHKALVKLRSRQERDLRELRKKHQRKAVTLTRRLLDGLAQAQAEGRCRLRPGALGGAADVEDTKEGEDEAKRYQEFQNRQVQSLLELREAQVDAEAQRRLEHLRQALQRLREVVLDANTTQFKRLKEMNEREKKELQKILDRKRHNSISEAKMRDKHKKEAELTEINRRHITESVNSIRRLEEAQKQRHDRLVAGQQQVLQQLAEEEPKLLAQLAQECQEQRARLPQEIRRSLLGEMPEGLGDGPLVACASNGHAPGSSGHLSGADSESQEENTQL
sPLA2-III inh = Inhibits HGIII-sPLA2 liposome hydrolysis, primary screen | Q9NZ20 | QFRET BODIPY PC-A2 liposome hydrolysis, fluorescence | inhibition, % at 12.2 µM | 370,000 compounds, 0.56% hits | AID 743126;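 active means inhibition above mean plus 3 SD of compounds lying within the high and low control bounds, cut at about 19% in these data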;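 further: 0% = median of test compound wells and 100% = no enzyme DMSO wells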
KLK7 zymogen act = activates the human kallikrein-7 zymogen. activation, % at 7 µM. AID 652039. purified proKLK7, EDANS-DABCYL substrate fluorescence; 100% is mature enzyme control, 0% vehicle. 370,000 compounds, 0.9% hits;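 active means activation above the mean of all tested compounds plus 3 SD, computed per campaign excluding outliers beyond control limits, cut at about 13% in these data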
PLC-gamma1 inh = PLC-gamma1 (human) inhibition, primary screen | P19174 | purified PLC-gamma1, fluorogenic substrate, fluorescence | inhibition, % at 12.2 µM | 370,000 compounds, 0.84% hits | AID 720700; in the data active means inhibition above about 9.5%
ARFGAP1 inh = inhibits rat ARF GTPase activating protein 1. 360,000 compounds, 0.26% hits. inhibition, % at 16.5 µM. Q62848. Arfgap1-stimulated ARF1 GTP hydrolysis, GDP FP detection;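 active means inhibition above a per-plate limit, mean inhibition of low control wells plus 3 SD, cut at about 25% in these data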;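 further: 0% = DMSO wells with enzyme and 100% = wells lacking Arfgap1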
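system = rat Arfgap1 catalytic domain, aa 1-136 | technique = FP, GDP Alexa 633 tracer displaced from anti-GDP antibody, 620/688 nm | compound = one concentration, 16.5 µM, DMSO 1.26% | medium = HEPES-based buffer, pH 7.5 | timing = compound-enzyme preincubation 20 min, reaction 120 min, detection 60 min, 25 °C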
UHRF1 binding = UHRF1 methyl-DNA binding inhibition | UHRF1 binding to methylated oligo, TR-FRET | 370,000 compounds, 0.75% hits | Q96T88 | inhibition, % at 4.4 µM; in the data active means inhibition above about 21%;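 further: UHRF1 SRA domain binding a hemimethylated CpG hairpin DNA probe; 0% = median of test compound wells and 100% = reference inhibitor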
* hit, by the source's call; i = inactive; nt = no result given.

Order of results – sPLA2-III inh	PLC-gamma1 inh	KLK7 zymogen act	PLC-beta3 inh	UHRF1 binding	Tn6 DDE FP	ASAP1 inh	Tn7 DDE FP	NR1D1 modulator	ARFGAP1 inh
> COc1ccccc1CC(=O)Nc1cc(Cl)ccc1O
 : -23	2	0.3	2	-1	2	-10	7	-2	-4
> CCCc1cc(=O)[nH]c(SCC(=O)Nc2nonc2C)n1
 : -3	-1	0.4	-6	-2	-3	0	-6	1	9
> CCOC(=O)[C@]12CCCC=C1N(Cc1ccc(OC)cc1)C(=O)[C@@H]2CC(=O)N1CCN(C(=O)c2ccco2)CC1
 : 4	-1	-0.4	0	0	-3	nt	1	2	nt
> Cc1cc(OCC(=O)OCC(=O)N(Cc2ccccc2)C(C)(C)C)ccc1Cl
 : 4	2	0.1	5	1	-6	5	-5	2	-6
> Cc1ccc2[nH]c(=O)c(-c3noc(C(C)C)n3)cc2c1
 : 0	-42	1.3	-52	0	17*	6	-2	11	4
> O=C(N[C@H](C(=O)N1CCC[C@H]1C(=O)NC1CCCC1)C1CCCCC1)c1ccc(Cl)c(Cl)c1
 : 3	2	0.5	2	0	4	4	5	1	10
> C=CCSc1nc2sc3c(c2c(=O)n1-c1ccccc1)CCN(C)C3
 : -5	-86	-0.8	-95	2	-3	-9	-4	-2	-7
> O=[N+]([O-])c1ccc(SCCO)nc1SCCO
 : 1	1	0.2	-3	-3	2	3	4	-4	-4
> Cc1cc(C)c(C(=O)COC(=O)c2c(C)noc2C)cc1C
 : -8	0	0.5	-5	0	5	-15	-6	-5	4
> COc1cccc(C(=O)C2CCCN(Cc3cn(CC(N)=O)c4ccccc34)C2)c1 (configuration not stated)
 : 4	2	-0.5	1	0	-5	-6	1	2	-3
> Cc1ccc(OCCn2c(=S)[nH]c3ccccc32)c(C(C)C)c1
 : 0	6	-0.3	-1	0	-18	4	-3	2	-4
> CCOc1ccc(N2C(=O)CC(NCCc3ccc(S(N)(=O)=O)cc3)C2=O)cc1 (configuration not stated)
 : -4	2	1.2	2	-2	5	1	8	0	3
> CC(=O)[C@H]1CC[C@H]2[C@@H]3C=CC4=CC(=O)CC[C@@]4(C)[C@@H]3CC[C@]12C
 : -8	-12	0.4	-15	0	5	-3	-2	0	7
> Cc1cc(C)cc(NC(=O)N2CCCN(c3c(Cl)cncc3Cl)CC2)c1
 : 10	-1	-0.5	-7	1	6	-3	0	1	-4
> C=CCN(CC=C)C(=O)c1cc(Cl)ccc1[N+](=O)[O-]
 : 7	3	0.6	0	0	0	9	-3	6	5
> COc1ccc(-c2nnn(CC(=O)N(CC(=O)NC3CCCC3)c3cccc(C)c3)n2)cc1OC
 : -14	0	0.1	2	0	2	4	-5	-3	-3
> COc1ccc2cc(C(=O)C3CCCN(Cc4cccc(C)n4)C3)ccc2c1 (configuration not stated)
 : -5	-459	45*	i	0	-4	-6	6	-3	-12
> O=C1c2ccccc2C(=O)N1OCc1ccccc1[N+](=O)[O-]
 : 6	13*	0.4	6	5	4	2	-6	-5	6
> O=C(/C=C/c1ccc(Cl)cc1)N1CCN(c2c(Cl)cccc2[N+](=O)[O-])CC1
 : -5	17*	0.8	10	4	-5	-12	-3	8	7
> COc1ccc(/C=C/C(=O)NNc2cc(=O)n(C)c(=O)n2C)cc1OC
 : 15	-22	8.1	-38	-2	9	-8	2	0	1

Reformatted bar-delimited: entries from further up
mol | sPLA2-III inh | PLC-gamma1 inh | KLK7 zymogen act | PLC-beta3 inh | UHRF1 binding | Tn6 DDE FP | ASAP1 inh | Tn7 DDE FP | NR1D1 modulator | ARFGAP1 inh
CC(=O)[C@H]1CC[C@H]2[C@@H]3C=CC4=CC(=O)CC[C@@]4(C)[C@@H]3CC[C@]12C | -8 | -12 | 0.4 | -15 | 0 | 5 | -3 | -2 | 0 | 7
Cc1cc(C)cc(NC(=O)N2CCCN(c3c(Cl)cncc3Cl)CC2)c1 | 10 | -1 | -0.5 | -7 | 1 | 6 | -3 | 0 | 1 | -4

More compounds
Order of results – sPLA2-III inh	PLC-gamma1 inh	KLK7 zymogen act	PLC-beta3 inh	UHRF1 binding	Tn6 DDE FP	ASAP1 inh	Tn7 DDE FP	NR1D1 modulator	ARFGAP1 inh
> Cc1ccc(-c2cc(Cc3ccc(F)cc3)c(=O)[nH]n2)cc1
 : -3	-1	0.1	1	-2	-2	-10	-6	1	-2
> CC(c1ccccc1)n1cc(C(=O)NCCCN2CCCC2)nn1 (configuration not stated)
 : 1	1	0.0	-1	-4	1	nt	-9	-7	nt
> COc1ccc(N(C(=O)c2snc(C(N)=O)c2N)C(C(=O)NC2CCCC2)c2ccc(OC)c(OC)c2)cc1 (configuration not stated)
 : 0	-16	3.6	-31	-1	0	-5	-3	-5	0
> O=C(Cc1ccccc1)Nc1cccc(NC(=O)c2ccccc2)c1
 : -1	2	-0.1	-5	-1	3	-8	6	-4	0
> CCOC(=O)C1CCN(Cc2cc(C(C)(C)C)c(O)c(C(C)(C)C)c2)CC1
 : 2	2	0.0	1	14	9	-3	6	-3	4
> CC1CCN(CCCNc2cc(NCCO)c([N+](=O)[O-])c3nonc23)CC1
 : 0	1	0.0	-7	-6	0	2	3	0	-1
> Cc1sc2ncnc(N3CCC(C(=O)Nc4ccc(S(N)(=O)=O)cc4)CC3)c2c1C
 : -33	-1	0.1	-5	-1	4	2	-7	-9	-3
> CC(O)c1nc2ccccc2n1CC(=O)Nc1ccc(F)cc1Cl (configuration not stated)
 : 1	3	0.1	1	-1	0	-11	-4	-1	4
> COc1ccc(C(=O)NCCCn2ccnc2)cc1[N+](=O)[O-]
 : -4	1	0.0	2	0	-3	-2	-5	-3	12
> O=C(Nc1nnc(SCC(=O)N2CCCCC2)s1)c1c(F)cccc1F
 : 2	-2	-0.3	-5	-2	2	9	-1	6	0
> COc1ccc(CCNc2nc(-c3cccnc3)cs2)cc1OC
 : -1	-3	-0.2	1	4	-1	-11	-1	2	8
> CCOc1ccc(NC(=O)Cc2ccc(S(=O)(=O)N3CCCCC3)cc2)cc1OCC
 : -18	0	0.4	-8	0	11	-2	1	0	18
> Cc1ccc(C)c2nc3sc(C(=O)O)cc3cc12
 : -13	-70	4.6	-84	-6	4	13	4	0	-8
> NC(N)=NN=C1c2ccccc2-c2ccccc21
 : -5	-4	-0.8	-11	-2	0	-1	4	1	0
> CSc1cccc(NC(=O)c2cc(S(=O)(=O)N3CCc4ccccc43)cn2C)c1
 : -1	0	-0.4	1	1	-14	4	4	-10	8
> O=C(NC1=NC2(C=C3CCCCC3n3c(=O)n(-c4ccccc4)c(=O)n32)CN1CC1CC1)c1ccccc1 (configuration not stated)
 : -12	-4	1.0	-6	1	-4	nt	-2	-1	nt
> O=C(O)c1ccc(CSCc2ccco2)cc1
 : 2	-3	0.7	-1	0	4	3	1	-2	-4
> COc1ccc(-c2c(C#N)c(N)nc3sc(C(=O)c4ccccc4)c(N)c23)cc1
 : 1	-105	0.7	-126	0	-2	-13	-6	5	1
> COc1ccc(Cl)cc1NC(=O)CC(C)c1ccccc1 (configuration not stated)
 : -11	1	-0.4	-4	0	-11	3	-1	0	-1
> O=C(C=C1CCN(c2ncc(C(F)(F)F)cc2Cl)CC1)NNC(=O)Nc1ccc(Cl)cc1
 : 7	0	-0.1	2	-1	-3	-7	-1	0	5
> COc1ccc(S(=O)(=O)N2CCN(C(=O)c3c(-c4ccccc4)noc3C)CC2)cc1
 : 2	-1	0.7	1	2	-3	11	2	-4	8
> Cc1c(NC(=O)c2cccs2)cccc1-c1nc2ccccc2s1
 : -10	-1	0.6	0	-3	-9	6	-5	3	2
> COC(=O)[C@@H]1C[C@]2(OC(=O)c3ccccc3)C=CC(=O)C[C@@H]2N1C(=O)OCc1ccccc1
 : -8	8	-0.5	7	2	0	-1	4	4	-2
> Cc1ccc(S(=O)(=O)NCc2ccc(C(=O)NC3CCC(O)CC3)cc2)cc1C (configuration not stated)
 : 6	-2	-0.1	-10	3	-9	-3	-2	4	20
> O=[N+]([O-])c1ccc2c(c1)c(-c1ccccc1)nc1nncn12
 : 1	-2	-0.4	-9	-2	1	13	8	0	10
> O=C(/C=C/c1cccs1)Nc1nncs1
 : 11	0	0.4	-4	1	-3	-7	13	3	1
> CCCC(C)NS(=O)(=O)c1ccccc1 (configuration not stated)
 : 0	3	-0.4	5	-1	-2	7	-2	1	2
> CN(C)C(=O)Cn1cnc2c(cnn2-c2ccccc2Cl)c1=O
 : 6	0	-0.5	-1	5	-1	1	1	-2	1
> Cc1ccc(C(=O)NCC(=O)NCC(=O)OCc2ccc(Oc3ccc([N+](=O)[O-])cc3)cc2)cc1
 : -41	1	0.7	3	-1	-4	11	-6	5	15
> C=CCNC(=O)CSc1nc2sc3c(c2c(=O)n1CCCOC)CCC3
 : 0	0	-0.1	-9	-3	4	2	-4	-6	10
> CCOCCCNC(=O)C(c1ccc(Cl)cc1)N1CCN(c2ccccc2)CC1 (configuration not stated)
 : 1	0	-0.7	6	0	5	16	-9	2	0
> Cc1cc(C)cc(NC(=S)Nc2ccccn2)c1
 : 7	4	-0.5	4	-3	1	5	-3	3	-3

Of the compounds above, 11 have a Cl atom:
Order of results – sPLA2-III inh	PLC-gamma1 inh	KLK7 zymogen act	PLC-beta3 inh	UHRF1 binding	Tn6 DDE FP	ASAP1 inh	Tn7 DDE FP	NR1D1 modulator	ARFGAP1 inh
> COc1ccccc1CC(=O)Nc1cc(Cl)ccc1O
 : -23	2	0.3	2	-1	2	-10	7	-2	-4
> Cc1cc(OCC(=O)OCC(=O)N(Cc2ccccc2)C(C)(C)C)ccc1Cl
 : 4	2	0.1	5	1	-6	5	-5	2	-6
> O=C(N[C@H](C(=O)N1CCC[C@H]1C(=O)NC1CCCC1)C1CCCCC1)c1ccc(Cl)c(Cl)c1
 : 3	2	0.5	2	0	4	4	5	1	10
> Cc1cc(C)cc(NC(=O)N2CCCN(c3c(Cl)cncc3Cl)CC2)c1
 : 10	-1	-0.5	-7	1	6	-3	0	1	-4
> C=CCN(CC=C)C(=O)c1cc(Cl)ccc1[N+](=O)[O-]
 : 7	3	0.6	0	0	0	9	-3	6	5
> O=C(/C=C/c1ccc(Cl)cc1)N1CCN(c2c(Cl)cccc2[N+](=O)[O-])CC1
 : -5	17*	0.8	10	4	-5	-12	-3	8	7
> CC(O)c1nc2ccccc2n1CC(=O)Nc1ccc(F)cc1Cl (configuration not stated)
 : 1	3	0.1	1	-1	0	-11	-4	-1	4
> COc1ccc(Cl)cc1NC(=O)CC(C)c1ccccc1 (configuration not stated)
 : -11	1	-0.4	-4	0	-11	3	-1	0	-1
> O=C(C=C1CCN(c2ncc(C(F)(F)F)cc2Cl)CC1)NNC(=O)Nc1ccc(Cl)cc1
 : 7	0	-0.1	2	-1	-3	-7	-1	0	5
> CN(C)C(=O)Cn1cnc2c(cnn2-c2ccccc2Cl)c1=O
 : 6	0	-0.5	-1	5	-1	1	1	-2	1
> CCOCCCNC(=O)C(c1ccc(Cl)cc1)N1CCN(c2ccccc2)CC1 (configuration not stated)
 : 1	0	-0.7	6	0	5	16	-9	2	0
